Screens deposited in PubChem BioAssay by several laboratories.
mABHD4 FP = inhibitors of mouse ABHD4. Q8VD66. purified mABHD4, FP-Rh probe fluorescence polarization. inhibition, % at 8.92 µM. 370,000 tested, 0.54% active. AID 720543;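 active = inhibition exceeding the mean over every tested compound plus 3 SD, cut at about 30% in these data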;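 also: 0% = plate median of compound wells and 100% = S159A mutant with DMSO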
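Material: mouse ABHD4 enzyme, wild type; Benchmarks: S159A mutant high control, sample median low control; Buffer or medium: HEPES pH 7.0, NaCl, Pluronic buffer; Signal: fluorescence polarization; Read-out: percent inhibition of probe binding, normalized to plate controls; Timing: pre-incubation 45 min, probe exposure 60 min, at 25 °C; Dosing: 8.92 µM, single dose.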
MBD2 inh = MBD2-methylated oligo binding inhibition | AID 686964 | TR-FRET, MBD2 binding to methylated oligonucleotide | Q9UBB5 | 370,000 tested, 0.31% active | inhibition, % at 4.4 µM; in the data active = inhibition above about 13%
PG9 binder = binds the HIV-1 gp120 antibody PG9. TR-FRET gp120-PG9 antibody binding. inhibition, % at 6.7 µM. 360,000 tested, 0.43% active. AID 624416; in the data active = inhibition above about 8.5%
UHRF1 binding = blocks human UHRF1 binding to methylated DNA | inhibition, % at 4.4 µM | UHRF1 binding to methylated oligo, TR-FRET | 370,000 tested, 0.75% active | Q96T88; in the data active = inhibition above about 21%;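 also: UHRF1 SRA domain binding a hemimethylated CpG hairpin DNA probe; 0% = median of test compound wells and 100% = reference inhibitor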
HTRA1 inh = inhibitors of human serine peptidase HTRA1; 340,000 tested, 0.5% active; AID 504803; Q92743; inhibition, % at 5.96 µM; recombinant HTRA1, FP-rhodamine activity-based probe, fluorescence polarization; in the data active = inhibition above about 36%;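 also: 0% = enzyme with DMSO and 100% = wells lacking enzyme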
PRMT1 inh = blocks human protein arginine methyltransferase 1 | Q99873 | recombinant PRMT1, activity-based probe fluorescence polarization | 370,000 tested, 1.3% active | inhibition, % at 2.79 µM;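 active = inhibition above about 21% made by adding two undisclosed values, limit read from the data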
Target sequence (Q99873 whole entry, looked up): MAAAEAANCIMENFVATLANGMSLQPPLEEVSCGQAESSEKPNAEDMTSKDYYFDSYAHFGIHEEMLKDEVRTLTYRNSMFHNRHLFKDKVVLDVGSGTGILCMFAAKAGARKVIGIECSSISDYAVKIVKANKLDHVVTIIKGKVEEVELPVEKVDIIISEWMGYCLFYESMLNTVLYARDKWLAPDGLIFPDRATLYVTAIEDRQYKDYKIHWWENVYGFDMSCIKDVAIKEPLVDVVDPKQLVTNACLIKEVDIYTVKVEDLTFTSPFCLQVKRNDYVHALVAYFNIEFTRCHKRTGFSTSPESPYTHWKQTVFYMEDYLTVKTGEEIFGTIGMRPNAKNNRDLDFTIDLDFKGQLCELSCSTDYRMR
TCR-CD3 inh = human TCR-CD3 binding inhibition. inhibition, % at 9.4 µM. 360,000 tested, 0.37% active. TAMRA-labeled TCR probe fluorescence, biochemical; in the data active = inhibition above about 19%;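 also: recombinant mutant TCR 2C K166C tagged with TAMRA read by polarization; 0% = receptor in buffer alone and 100% = receptor with positive control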
NR1D1 modulator = modulates human Rev-erb alpha binding to DNA; P20393; Rev-erbα–FITC-DNA binding, fluorescence polarization, 90 min; activity, % at 10 µM; 370,000 tested, 0.79% active;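 active = activity above about 14%, limit read from the data; passing the limit was not always enough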;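 also: 0% = DMSO wells with 35 nM protein and 100% = DMSO wells with 750 nM protein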
Target sequence (P20393 whole entry, looked up): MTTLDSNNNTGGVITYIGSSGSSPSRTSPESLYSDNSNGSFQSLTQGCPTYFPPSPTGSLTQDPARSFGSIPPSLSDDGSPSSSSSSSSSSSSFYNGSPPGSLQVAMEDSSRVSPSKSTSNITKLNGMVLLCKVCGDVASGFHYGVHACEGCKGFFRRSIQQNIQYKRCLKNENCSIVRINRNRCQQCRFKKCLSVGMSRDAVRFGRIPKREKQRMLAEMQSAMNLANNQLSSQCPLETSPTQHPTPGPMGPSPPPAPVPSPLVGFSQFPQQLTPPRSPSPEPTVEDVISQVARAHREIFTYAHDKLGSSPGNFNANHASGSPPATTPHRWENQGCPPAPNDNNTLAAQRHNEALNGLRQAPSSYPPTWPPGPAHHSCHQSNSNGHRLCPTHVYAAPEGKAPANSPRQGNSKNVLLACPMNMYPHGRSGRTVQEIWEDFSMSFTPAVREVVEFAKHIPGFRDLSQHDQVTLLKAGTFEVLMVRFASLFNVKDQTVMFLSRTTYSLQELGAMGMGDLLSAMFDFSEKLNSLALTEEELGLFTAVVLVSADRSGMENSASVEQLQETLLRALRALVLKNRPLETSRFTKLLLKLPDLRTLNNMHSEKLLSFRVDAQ
rCAG binder = molecules binding r(CAG) RNA repeats | r(CAG) RNA repeat, TO-PRO-1 dye displacement fluorescence | inhibition, % at 3 µM | 370,000 tested, 1.3% active | AID 651821;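 active = inhibition above the plate cutoff, the mean of all test compounds on that plate plus 3 SD, cut at about 35% in these data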;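 also: 0% = DMSO alone and 100% = 100 µM mitoxantrone as full dye displacement; higher means more dye released from RNA so lower well fluorescence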
LEDGF integ inh = blocks HIV-1 LEDGF/p75-dependent DNA integration; TR-FRET IN-LEDGF/p75 DNA integration, Eu/Cy5; inhibition, % at 3.7 µM; 370,000 tested, 0.64% active; AID 743269;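 active = inhibition above the screen-wide mean plus 3 SD, cut at about 13% in these data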;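 also: signal is the Cy5 over europium emission ratio at 671 and 618 nm; 0% = plate median of compound wells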
Numbers without * were called inactive.

The opening two entries, to show the layout:
What do the screens show for `C=C1CCC[C@]2(C)C[C@H]3OC(=O)C(CNCCN(C)C)[C@H]3CC12` (stereo partly specified)?
mABHD4 FP: 2; MBD2 inh: -3; PG9 binder: -1.2; UHRF1 binding: 0; HTRA1 inh: 9; PRMT1 inh: -3; TCR-CD3 inh: 2; NR1D1 modulator: -1; rCAG binder: -7; LEDGF integ inh: 2

Results for Cn1c2c(c(=O)n(C)c1=O)C(CC(=O)Nc1ccccc1)C(=O)N2 (stereo unspecified) ?
mABHD4 FP: -6; MBD2 inh: 3; PG9 binder: -0.3; UHRF1 binding: -2; HTRA1 inh: -3; PRMT1 inh: -2; TCR-CD3 inh: 4; NR1D1 modulator: 9; rCAG binder: 12; LEDGF integ inh: 3

The list itself (from the top)
What do the screens show for `C=C1CCC[C@]2(C)C[C@H]3OC(=O)C(CNCCN(C)C)[C@H]3CC12` (stereo partly specified)?
mABHD4 FP: 2; MBD2 inh: -3; PG9 binder: -1.2; UHRF1 binding: 0; HTRA1 inh: 9; PRMT1 inh: -3; TCR-CD3 inh: 2; NR1D1 modulator: -1; rCAG binder: -7; LEDGF integ inh: 2

Results for Cn1c2c(c(=O)n(C)c1=O)C(CC(=O)Nc1ccccc1)C(=O)N2 (stereo unspecified) ?
mABHD4 FP: -6; MBD2 inh: 3; PG9 binder: -0.3; UHRF1 binding: -2; HTRA1 inh: -3; PRMT1 inh: -2; TCR-CD3 inh: 4; NR1D1 modulator: 9; rCAG binder: 12; LEDGF integ inh: 3

How did COc1ccc(C(=O)COC(=O)C2CCN(S(=O)(=O)c3cccc4cccnc34)CC2)cc1 do in these assays?
mABHD4 FP: 4; MBD2 inh: -3; PG9 binder: -2.3; UHRF1 binding: 2; HTRA1 inh: -4; PRMT1 inh: -2; TCR-CD3 inh: 0; NR1D1 modulator: 2; rCAG binder: 2; LEDGF integ inh: 4

Results for CCc1nnc(NC(=O)CCC(=O)NC2CCCCCCC2)s1 ?
mABHD4 FP: -8; MBD2 inh: 6; PG9 binder: 1.6; UHRF1 binding: 0; HTRA1 inh: 3; PRMT1 inh: 8; TCR-CD3 inh: -2; NR1D1 modulator: -3; rCAG binder: -4; LEDGF integ inh: -6

How did CS(=O)(=O)N(CC(=O)Nc1ccccc1C(=O)NCCc1ccccc1)c1ccc2c(c1)OCCO2 do in these assays?
mABHD4 FP: -1; MBD2 inh: 5; PG9 binder: 2.9; UHRF1 binding: 0; HTRA1 inh: -22; PRMT1 inh: 1; TCR-CD3 inh: 1; NR1D1 modulator: 0; rCAG binder: 3; LEDGF integ inh: -2

How did O=c1/c(=C/c2ccccn2)sc2nc3ccccc3n12 do in these assays?
mABHD4 FP: 7; MBD2 inh: 0; PG9 binder: -0.6; UHRF1 binding: 0; HTRA1 inh: -4; PRMT1 inh: 5; TCR-CD3 inh: 1; NR1D1 modulator: -28; rCAG binder: -4; LEDGF integ inh: -2

How did CC(C)(C)NC(=O)C(c1ccncc1)N(C(=O)C1CSC(=O)C1)c1ccccc1 (stereo unspecified) do in these assays?
mABHD4 FP: 0; MBD2 inh: -2; PG9 binder: 0.5; UHRF1 binding: -2; HTRA1 inh: 0; PRMT1 inh: -2; TCR-CD3 inh: 12; NR1D1 modulator: 2; rCAG binder: -2; LEDGF integ inh: -2

How did CCCCNC1(C#N)CCN(Cc2ccccc2)CC1 do in these assays?
mABHD4 FP: 0; MBD2 inh: -1; PG9 binder: 0.6; UHRF1 binding: -2; HTRA1 inh: 5; PRMT1 inh: 0; TCR-CD3 inh: 2; NR1D1 modulator: -1; rCAG binder: 0; LEDGF integ inh: 0

What do the screens show for `Cc1ccccc1N(CC(=O)NCc1ccncc1)S(C)(=O)=O`?
mABHD4 FP: 4; MBD2 inh: 4; PG9 binder: -1.8; UHRF1 binding: 11; HTRA1 inh: -1; PRMT1 inh: 3; TCR-CD3 inh: 6; NR1D1 modulator: 0; rCAG binder: 0; LEDGF integ inh: -3

How did Cc1c(CCCl)c(Cl)n2c(nc3ccccc32)c1C#N do in these assays?
mABHD4 FP: -1; MBD2 inh: -4; PG9 binder: 0.3; UHRF1 binding: -3; HTRA1 inh: -1; PRMT1 inh: -4; TCR-CD3 inh: 6; NR1D1 modulator: -4; rCAG binder: 0; LEDGF integ inh: 2

What do the screens show for `COc1ccc(-c2ccc(SCC(=O)c3ccc(F)cc3)nn2)cc1OC`?
mABHD4 FP: -7; MBD2 inh: 6; PG9 binder: 2.1; UHRF1 binding: 7; HTRA1 inh: -14; PRMT1 inh: 4; TCR-CD3 inh: -4; NR1D1 modulator: 4; rCAG binder: 2; LEDGF integ inh: -5

How did O=C(c1cncc(Br)c1)N1CCc2ccccc2C1 do in these assays?
mABHD4 FP: -5; MBD2 inh: 1; PG9 binder: -1.5; UHRF1 binding: -1; HTRA1 inh: -4; PRMT1 inh: 1; TCR-CD3 inh: 5; NR1D1 modulator: 2; rCAG binder: 1; LEDGF integ inh: -2

How did CC(C)[C@H](NC(=O)C1CCN(C(=O)[C@H](Cc2ccccc2)NC(=O)OC(C)(C)C)CC1)C(=O)O do in these assays?
mABHD4 FP: 1; MBD2 inh: -1; PG9 binder: 1.0; UHRF1 binding: 1; HTRA1 inh: 5; PRMT1 inh: -6; TCR-CD3 inh: -4; NR1D1 modulator: -2; rCAG binder: 0; LEDGF integ inh: 4

How did CCc1ccc(OCc2cnc(Cl)s2)cc1 do in these assays?
mABHD4 FP: 6; MBD2 inh: -4; PG9 binder: -0.1; UHRF1 binding: -1; HTRA1 inh: 3; PRMT1 inh: -1; TCR-CD3 inh: 8; NR1D1 modulator: -4; rCAG binder: -6; LEDGF integ inh: 3

What do the screens show for `Cc1ccc(Cl)c(OCC(=O)OCC(=O)c2ccc[nH]2)c1`?
mABHD4 FP: -6; MBD2 inh: -7; PG9 binder: 2.4; UHRF1 binding: 0; HTRA1 inh: -4; PRMT1 inh: 1; TCR-CD3 inh: 3; NR1D1 modulator: 8; rCAG binder: -1; LEDGF integ inh: -1

Results for COc1ccc(N(Cc2cc3cccc(C)c3[nH]c2=O)C(=O)C2CCCO2)cc1 (stereo unspecified) ?
mABHD4 FP: 4; MBD2 inh: 1; PG9 binder: -0.2; UHRF1 binding: 1; HTRA1 inh: 2; PRMT1 inh: -3; TCR-CD3 inh: 2; NR1D1 modulator: 5; rCAG binder: -8; LEDGF integ inh: 0

Results for CCCCCCCCN1C(=O)N2Cc3ccc(C)cc3C2CS1(=O)=O (stereo unspecified) ?
mABHD4 FP: 2; MBD2 inh: -1; UHRF1 binding: 0; PRMT1 inh: 1; NR1D1 modulator: -2; rCAG binder: -1; LEDGF integ inh: -1

Results for Cc1ccc(NC(=O)c2cnn(C)c2)cc1[N+](=O)[O-] ?
mABHD4 FP: -4; MBD2 inh: -5; PG9 binder: 1.2; UHRF1 binding: 7; HTRA1 inh: 0; PRMT1 inh: 1; TCR-CD3 inh: -6; NR1D1 modulator: 1; rCAG binder: 3; LEDGF integ inh: -1

How did COc1ccc(N2C(=NC(=O)C3CCCCC3)SC3CS(=O)(=O)CC32)c(OC)c1 (stereo unspecified) do in these assays?
mABHD4 FP: 6; MBD2 inh: 2; PG9 binder: 1.2; UHRF1 binding: 1; HTRA1 inh: 9; PRMT1 inh: 3; TCR-CD3 inh: -1; NR1D1 modulator: -8; rCAG binder: -2; LEDGF integ inh: 4

How did COc1ccc(S(=O)(=O)Nc2ccc3ccccc3c2)cc1C do in these assays?
mABHD4 FP: -31; MBD2 inh: 6; PG9 binder: -1.7; UHRF1 binding: 10; HTRA1 inh: -47; PRMT1 inh: 4; TCR-CD3 inh: 4; NR1D1 modulator: -1; rCAG binder: 11; LEDGF integ inh: 3

How did Cc1ccc(-c2c(N)nc3ncccn23)cc1 do in these assays?
mABHD4 FP: 6; MBD2 inh: 2; PG9 binder: -1.8; UHRF1 binding: -3; PRMT1 inh: 0; TCR-CD3 inh: 6; NR1D1 modulator: 1; rCAG binder: 4; LEDGF integ inh: 0

What do the screens show for `CC(Cc1ccccn1)NC(=O)c1ccc(OC2CCN(CCc3ccccc3)CC2)cc1` (stereo unspecified)?
mABHD4 FP: -6; MBD2 inh: -3; PG9 binder: -0.2; UHRF1 binding: 0; HTRA1 inh: -6; PRMT1 inh: 0; TCR-CD3 inh: 2; NR1D1 modulator: 0; rCAG binder: -11; LEDGF integ inh: -4

How did O=C(c1ccco1)N1CCN(C(=O)c2cc3ccccc3oc2=O)CC1 do in these assays?
mABHD4 FP: -6; MBD2 inh: -3; PG9 binder: -0.3; UHRF1 binding: 4; HTRA1 inh: 2; PRMT1 inh: 0; TCR-CD3 inh: 7; NR1D1 modulator: -4; rCAG binder: -3; LEDGF integ inh: 1

Results for O=C(Nc1ccccc1F)C1CCN(S(=O)(=O)c2cccc3nonc23)CC1 ?
mABHD4 FP: 6; MBD2 inh: 1; PG9 binder: -3.1; UHRF1 binding: -1; HTRA1 inh: 3; PRMT1 inh: -3; TCR-CD3 inh: 8; NR1D1 modulator: -6; rCAG binder: 4; LEDGF integ inh: 1

What do the screens show for `COc1ccc(NC(=O)CSCC(=O)N(C)Cc2cccc(OC)c2OC)cc1`?
mABHD4 FP: -5; MBD2 inh: 7; PG9 binder: -1.2; UHRF1 binding: -1; HTRA1 inh: -1; PRMT1 inh: -8; TCR-CD3 inh: 1; NR1D1 modulator: 4; rCAG binder: -6; LEDGF integ inh: 2

What do the screens show for `Cn1c(Cc2ccccc2)nnc1SCc1nc2ccccc2c(=O)[nH]1`?
mABHD4 FP: 1; MBD2 inh: 1; PG9 binder: -2.5; UHRF1 binding: 3; HTRA1 inh: 1; PRMT1 inh: -3; TCR-CD3 inh: 7; NR1D1 modulator: 4; rCAG binder: -6; LEDGF integ inh: 0

What do the screens show for `Cc1ccc(S(=O)(=O)N2CCN(C)CC2)c2nsnc12`?
mABHD4 FP: 10; MBD2 inh: 2; PG9 binder: 0.4; UHRF1 binding: -1; HTRA1 inh: -2; PRMT1 inh: 3; TCR-CD3 inh: -2; NR1D1 modulator: 1; rCAG binder: 2; LEDGF integ inh: -2

How did COc1cccc(CCC2C(=O)CCCC2=O)c1 do in these assays?
mABHD4 FP: 4; MBD2 inh: 0; PG9 binder: -0.1; UHRF1 binding: 0; HTRA1 inh: 1; PRMT1 inh: -1; TCR-CD3 inh: 5; NR1D1 modulator: -6; rCAG binder: 1; LEDGF integ inh: 3

How did Cc1nc(NC(=O)c2cccnc2)ccc1Br do in these assays?
mABHD4 FP: -7; MBD2 inh: 2; PG9 binder: -1.6; UHRF1 binding: 1; HTRA1 inh: 8; PRMT1 inh: 0; TCR-CD3 inh: 2; NR1D1 modulator: -3; rCAG binder: -2; LEDGF integ inh: -1

Results for COc1ccc(Cn2c(=O)[nH]c3cc(C(=O)NCCCOC(C)C)ccc3c2=O)cc1 ?
mABHD4 FP: -5; MBD2 inh: -5; PG9 binder: -0.2; UHRF1 binding: 0; HTRA1 inh: -2; PRMT1 inh: -1; TCR-CD3 inh: 5; NR1D1 modulator: 9; rCAG binder: -4; LEDGF integ inh: 2

Results for Cc1cc(C)cc(NC(=O)C(C)N2C(=O)c3ccccc3C2=O)c1 (stereo unspecified) ?
mABHD4 FP: -3; MBD2 inh: 1; PG9 binder: 0.2; UHRF1 binding: -1; HTRA1 inh: -11; PRMT1 inh: 3; TCR-CD3 inh: 0; NR1D1 modulator: 0; rCAG binder: -3; LEDGF integ inh: 1

How did O=C(NCC1CCCCC1)c1cccc(-c2ccc(O)cc2)c1 do in these assays?
mABHD4 FP: -30; MBD2 inh: -2; PG9 binder: 1.6; UHRF1 binding: 1; HTRA1 inh: -60; PRMT1 inh: -7; TCR-CD3 inh: 1; NR1D1 modulator: 1; rCAG binder: 0; LEDGF integ inh: 5

A portion of the library, so the mix of outcomes need not match the whole.
